# High-throughput results (PubChem)
# Dengue-2 NS5 capping: Dengue-2 NS5 methyltransferase inhibitors, primary screen, biochemical, confirmation dose response (AID 588689). Genome polyprotein (Dengue virus type 2 (strain 16681-PDK53)). Dengue-2 NS5 methyltransferase capping enzyme assay, biochemical; higher % means a stronger effect. one-dose inhibition, % at 25 µM; IC50 in µM for titrated hits. hit rate 0.3% among 340,000; in the data active = a potency from the dose series; inconclusive = inhibition above about 29% without an active follow-up result
# SV40 large T antigen: SV40 large T antigen inhibitors, biochemical (AID 1903); SV40 large T antigen ATPase/helicase inhibition assay; higher % means a stronger effect; inhibition, % at 20 µM; hits with a dose series show IC50 in µM; hit rate 0.39% among 310,000; in the data active = a potency from the dose series; inconclusive = inhibition mostly from about 32% at the one dose, without a potency; inactive = the rest, 99 in 100 with inhibition below about 32%; note: strong numbers were not always called active
# K1F lysis inhibition: inhibition of K1F phage lysis, E. coli UTI89, bacterial capsule biogenesis inhibitors, alamar blue (AID 488966) | hit rate 0.02% among 340,000 | E. coli UTI89 K1F phage lysis, alamar blue, 2 h; higher % means a stronger effect | one-dose inhibition, % at 100 µM; IC50 in µM for titrated hits;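 active = phage lysis inhibition, versus mean bacterial control, above a set limit; inconclusive = no clear call, values can overlap the other calls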;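 note: capsule biogenesis inhibitors block K1F phage lysis so surviving cells raise fluorescence; higher fluorescence means more inhibition of phage lysis; actives were called in the ten point dose series up to 300 µM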
# RSV CPE inhibition: RSV antiviral activity via CPE protection, HEp-2 cells, primary 10 µM value included (AID 2391); hit rate 0.13% among 310,000; HEp-2 cells, RSV-induced CPE inhibition; higher % means a stronger effect; CPE inhibition, % at 10 µM; hits with a dose series show IC50 in µM; in the data active = a potency from the dose series; inconclusive = CPE inhibition mostly from about 23% at the one dose, without a potency; inactive = the rest, 99 in 100 with CPE inhibition below about 21%; note: strong numbers were not always called active
# West Nile antiviral: West Nile virus antiviral activity, cell-based, CPE readout (AID 1621); West Nile virus-infected cells, CPE inhibition; higher % means a stronger effect; CPE inhibition, % at 10 µM, or IC50 in µM where a hit was titrated; hit rate 0.02% among 290,000; in the data active = a potency from the dose series; inconclusive = CPE inhibition mostly from about 3.7% at the one dose, without a potency; inactive = the rest, 99 in 100 with CPE inhibition below about 2.2%; note: strong numbers were not always called active
# AID2073: inhibitors of Mint1-CaV2.2 protein interaction, biochemical, HTRF (AID 2073) | HTRF protein-protein interaction, Mint1-CaV2.2; higher % means a stronger effect | Voltage-dependent N-type calcium channel subunit alpha-1B (Homo sapiens) | inhibition, % at 20 µM, or IC50 in µM where a hit was titrated | hit rate 0.19% among 290,000; in the data active = inhibition mostly above about 51%, no sharp cut-off; inconclusive = no clear call, values can overlap the other calls; inactive = mostly below about 53%; note: some results filed as inactive read as strong as hits
# MgcRacGAP inhibition: MgcRacGAP GTPase-activating activity inhibitors, confirmation, biochemical, ADP Hunter fluorescence. Rac GTPase-activating protein 1 (Homo sapiens). MgcRacGAP-stimulated Rac1 GTP hydrolysis, ADP Hunter fluorescence; higher % means a stronger effect; GST-tagged Rac1 F28L mutant substrate. inhibition, % at 30 µM, or IC50 in µM where a hit was titrated. hit rate 0.6% among 340,000. AID 624330, 2012;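 active = first-screen hits whose inhibition reached a set limit at any dose in the follow-up dose series; inconclusive = inhibition above the set first-screen limit but never retested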;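 note: fluorescence reports GDP produced by GAP-driven GTP hydrolysis; strong numbers were not always called active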
# SIAH1 antagonists: Siah-1 peptide-binding antagonists, primary screen, biochemical, fluorescence polarization, rhodamine-plectin, uHTS (AID 1817); Siah-1 / rhodamine-plectin peptide fluorescence polarization; higher % means a stronger effect; displacement, % at 20 µM; hits with a dose series show IC50 in µM; hit rate 0.02% among 290,000;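 active = displacement of at least 50% at 20 µM, with a fluorescence ratio check between 0.3 and a set limit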;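 note: plate controls were Siah plus tracer with DMSO for no effect and tracer alone without Siah for full effect; strong numbers were not always called active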
# NTR1 ag: agonists of NTR1, primary screen, imaging, U2OS cells, beta-arrestin-GFP, high content (AID 493036). NTR1-U2OS beta-arrestin-GFP spot imaging, agonist mode. activation, % at 20 µM. hit rate 0.17% among 330,000;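 active = activation at or above 40% of the spot to cytoplasm intensity ratio, with at least 20 cells analyzed; inconclusive = wells under 20 cells, flagged as cytotoxic or low count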;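 note: 0% = DMSO without peptide and 100% = 100 nM NTR1 peptide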
# Target sequence (P30989 whole entry, looked up): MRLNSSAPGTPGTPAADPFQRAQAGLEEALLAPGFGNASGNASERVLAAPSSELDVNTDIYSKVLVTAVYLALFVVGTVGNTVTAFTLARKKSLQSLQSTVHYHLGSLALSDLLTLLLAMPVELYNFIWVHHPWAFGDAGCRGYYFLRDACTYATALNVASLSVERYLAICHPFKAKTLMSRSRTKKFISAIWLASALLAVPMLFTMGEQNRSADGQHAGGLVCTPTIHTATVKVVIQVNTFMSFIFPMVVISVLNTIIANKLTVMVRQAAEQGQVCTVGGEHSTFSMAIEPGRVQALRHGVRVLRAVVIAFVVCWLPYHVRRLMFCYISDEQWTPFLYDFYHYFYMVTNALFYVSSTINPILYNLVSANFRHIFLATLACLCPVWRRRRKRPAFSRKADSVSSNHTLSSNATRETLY
# NTR1 ag cell count 20 µM: second read-out of NTR1 ag, no call of its own (marks repeat the call); cell count; measured here: cell count, cytotoxicity flag
# Dengue-2 NS5 capping pilot replicate: recorded beside Dengue-2 NS5 capping, whose call it bears; inhibition, %; measured here: pilot screen replicate inhibition
# An asterisk follows results filed as active; ? = inconclusive; nt = no result given; & = joins results of further samples; [ ] = another dose, or the depositor's remark. Rows are unselected (roughly 1.6% active in at least one column).
SMILES,Dengue-2 NS5 capping,SV40 large T antigen,K1F lysis inhibition,RSV CPE inhibition,West Nile antiviral,AID2073,MgcRacGAP inhibition,SIAH1 antagonists,NTR1 ag,NTR1 ag cell count 20 µM,others
Cc1cccc(-c2nc(CS(=O)CC(=O)NC(C)CCc3ccccc3)c(C)o2)c1 (stereo not drawn),-10%,0%,-0.1%,0.2%,0.2%,0%,5%,32%,0.8,57,
CSc1ccc(CSCC(=O)N2CCN(S(=O)(=O)c3ccc(C)cc3C)CC2)cc1,-8%,nt,0.0%[50 µM],8.3%,nt,nt,6%,nt,2.2,70,
CC(=O)Nc1ccccc1OCC(=O)NC1CCCCC1C (stereo not drawn),3%,nt,1.1%[50 µM],1.5%,nt,nt,8%,nt,0.6,48,
S=c1[nH]nc(Nc2ccccc2Cl)s1,-3%,9%,-0.4%,0.7%,0.8%,24%,55µM*,0%,1.7,44,
Cc1cc(C(=O)Nc2sccc2C#N)c2ccccc2n1,-23%,4%,0.0%,3.1%,0.5%,0%,12%,-4%,0.5,55,
N#Cc1ccccc1S(=O)(=O)N1CCN(C(=O)CN2C(=O)NC3(CCCC3)C2=O)CC1,-1%,5%,0.2%[50 µM],2.2%,nt,nt,4%,nt,1.6,72,
CC(=O)NC12CC3CC(C1)CC(C(=O)N(C)Cc1cccc(Cl)c1Cl)(C3)C2,-1%,9%,0.7%,0.6%,-1.3%,-8%,4%,-2%,-0.1,62,
O=C(Sc1cccc2cccnc12)c1ccc(F)cc1,nt,18%,nt,nt,2.4%,1%,nt,-3%,5.9,27,
Cc1ccc(Nc2nc(N)nc(CSc3nncn3C)n2)cc1,-5%,9%,0.1%,0.2%,-0.2%,27%,13%,-6%,-0.1,41,
O=C(Nc1cccc(-c2nc3cccnc3s2)c1)C1c2ccccc2Oc2ccccc21,-3%,6%,0.3%,nt,nt,13%,-1%,31%,-0.9,68,
CC1(C)CC2(CCO1)OC(=O)CC2C(=O)Nc1c(Cl)cccc1Cl (stereo not drawn),0%,15%,-1.4%,0.5%,0.5%,7%,7%,-4%,-0.1,65,
COc1ccc2c3c1OC1CC(O)C=CC31CCN(C)C2 (stereo not drawn),3%&-1%,7%&4%,0.2%&-0.3%,0.1%&1.5%,0.1%&0.4%,17%&3%,8%&-1%,2%&-5%,0.9&0.7,60&86,Dengue-2 NS5 capping pilot replicate=2.4
Cc1cccc(NC2=C(C#N)C(=O)NC3(CCCC3)S2)c1,-4%,14%,-0.4%,2.0%,-0.4%,-31%,49%,2%,0.5,112,
COc1ccc(S(=O)(=O)N2CCc3ccccc32)cc1C(=O)Nc1ccc(C(N)=O)cc1,-3%,11%,0.1%,2.8%,nt,nt,7%,nt,0.0,65,
COC(CNC(=O)C1CCN(C(=O)c2cc3oc(C)cc3n2Cc2c(F)cccc2Cl)CC1)OC,-1%,4%,-0.2%,1.5%,-0.8%,-2%,6%,-4%,0.5,83,
CN(Cc1ccccc1)c1nc2c(c(=O)[nH]c(=O)n2C)n1Cc1ccccc1Cl,-3%,4%,0.0%,0.9%,0.6%,-7%,11%,2%,5.1,57,Dengue-2 NS5 capping pilot replicate=0.2
Cn1c(CC(=O)Nc2ccccc2F)nnc1SCC(=O)NC1CCCC1,-3%,0%,0.0%,1.8%,-0.2%,-4%,6%,1%,1.1,47,
CNC(=O)NC(=O)CSc1nc2sccc2c(=O)n1-c1ccccc1,-4%,12%,0.1%,0.8%,-0.2%,7%,3%,6%,-1.7,50,
Cc1cc(C)cc(N2CCCC2=O)c1,0%,8%,0.3%,3.0%,0.3%,0%,5%,-6%,-4.2,106,
C=C(C)C(=O)Nc1cccc(C2=NOC3(C2)C[C@@H](C(N)=O)N(C(=O)/C(C)=C/C)C3)c1 (stereo partly drawn),2%,-4%,1.8%,4.1%,-0.2%,18µM*,-6%,0%,-0.1,90,
FC(F)(F)c1cccc(Nc2cc(-c3ccccc3)nc3ncnn23)c1,-1%,12%,-1.0%,1.1%,0.2%,21%,9%,13%,-0.2,44,
CCN(C[C@H]1N[C@@](CC)(C(=O)OC)[C@H]2C(=O)N(C)C(=O)[C@@H]12)C(=O)NC(C)C,-7%,nt,0.3%,nt,nt,nt,2%,nt,1.4,61,Dengue-2 NS5 capping pilot replicate=-1.8
CCCCn1c(N)c(N(CC(C)C)C(=O)c2cccc(S(=O)(=O)N(C)c3ccc(C)cc3)c2)c(=O)[nH]c1=O,0%,14%,0.8%[50 µM],-2.4%,nt,nt,0%,nt,0.4,60,
COc1cccc(C(=O)NCC(=O)NCc2cc(=O)n(C)c(=O)n2C)c1OC,0%,18%,0.2%,0.8%,-0.1%,8%,8%,-6%,0.4,63,
COc1ccccc1CCN=C(N)NS(=O)(=O)c1cccs1,-5%,3%,0.2%,0.8%,-0.3%,-4%,7%,8%,-1.3,98,
O=[N+]([O-])c1cc(CN2CCCC2)c2cccnc2c1O,8%,41%,2.7%[50 µM],-0.2%,-0.7%,2%,11%,40%,nt,nt,
CSCCC(NC(=O)c1ccccc1Cl)C(=O)NCC1COc2ccccc2O1 (stereo not drawn),1%,nt,0.8%[50 µM],nt,nt,nt,15%,nt,-0.1,74,
CCn1c2ccc(C)cc2c2nnc(SCCN3CCOCC3)nc21,-4%,3%,0.1%,-0.7%,-0.9%,-25%,4%,5%,0.9,75,
C=CC(=O)N1c2ccccc2Sc2ccc(NC(=O)OCC)cc21,-37%,11%,-0.5%,10%,-0.2%,nt,6%,nt,11,37,
CC(C)n1c(=O)[nH]c2ccccc21,-3%,7%,0.1%[50 µM],1.7%,0.4%,1%,1%,2%,0.5,37,
COC(=O)CC1COc2ccccc2N1C(=O)c1cccc(C(F)(F)F)c1 (stereo not drawn),-6%,14%,-0.1%,2.3%,-0.6%,-6%,4%,14%,0.8,42,
CCn1c(SCC(=O)N2CCCCCC2)nc2c([nH]c3ccccc32)c1=O,-3%,7%,-0.1%,3.6%,-0.6%,8%,4%,-2%,0.6,68,
CC(C)Oc1ccc(C(=O)NC(Cc2c[nH]c3ccccc23)C(=O)NN)cc1 (stereo not drawn),nt,18%,nt,1.5%,0.1%,-3%,nt,-2%,1.1,58,
COc1ccc(CC(=O)Nc2nc(C)cs2)cc1S(=O)(=O)N1CCOCC1,-3%,nt,0.8%[50 µM],2.1%,nt,nt,12%,nt,2.9,61,
O=C(NCc1ccco1)C1CCCN(S(=O)(=O)c2cccc3cccnc23)C1 (stereo not drawn),3%,3%,5.6%,1.6%,-0.4%,-5%,2%,-3%,-3.6,51,
COc1ccccc1CN1CC(C(=O)N(C)CCOc2ccccc2)CCC1=O (stereo not drawn),-11%,-1%,0.1%,0.4%,-0.1%,-12%,10%,0%,1.0,47,
NN/C(=C\[N+](=O)[O-])Nc1ccccc1,-2%,12%,-0.4%,0.0%,nt,-13%,4%,0%,-1.2,75,
CCOc1ccc(N2C(=O)CC(N3CCN(c4ccccc4F)CC3)C2=O)cc1 (stereo not drawn),-4%,9%,-2.1%,0.3%,nt,9%,5%,3%,4.7,74,
Cc1nc(N[C@@H](Cc2ccccc2)C(=O)O)c2oc3ccccc3c2n1,-5%,7%,0.1%,-0.7%,nt,-5%,11%,2%,-0.3,40,
COCCC(=O)N(Cc1ccc2c(c1)OCO2)C(C(=O)NC1CCCCC1)c1ccncc1 (stereo not drawn),-5%,-2%,0.8%,1.9%,-0.1%,7%,5%,-2%,2.2,68,
O=C(O)COn1c(-c2ccc(Cl)cc2)nc2ccc(Cl)cc21,-1%,17%,0.1%,0.4%,0.1%,-4%,14%,4%,-1.0,83,
CCOC(=O)c1sc(NC(=O)CSc2nc3c(cc2C#N)CCCCCC3)c(C#N)c1C,-2%,8%,7.1%,7.2%,0.9%,38%,12%,6%,18,73,
O=C(Nc1ccc(S(=O)(=O)NC2=NCCCCC2)cc1)c1ccco1,-6%,3%,0.5%,1.6%,-1.2%,0%,0%,13%,-1.4,72,
FC(F)(F)c1cccc(NC(=S)NNC(=S)Nc2cccc(C(F)(F)F)c2)c1,nt,5%,nt,nt,?,-22%,nt,0%,31,62,
CCOC(=O)N1CCN(C(=S)NC(=O)c2cncc(Br)c2)CC1,-4%,3%,0.1%,1.9%,-0.3%,-20%,7%,7%,0.5,34,
Nn1c(SCC(=O)Nc2nnc(-c3ccccc3)o2)nnc1C1CC1,-6%,8%,1.3%[50 µM],0.5%,nt,nt,2%,nt,0.6,57,
CC(C(O)C12CC3CC(CC(C3)C1)C2)N1CCCCC1 (stereo not drawn),1%,11%,0.1%,-0.8%,-0.3%,-7%,1%,14%,-1.5,89,
O=C(NCCc1cccnc1)c1cc(COc2ccc(F)cc2F)on1,-8%,8%,-0.1%,2.2%,-0.5%,-1%,-3%,2%,1.3,57,
CCCC(=O)Nc1ccc2nc(SCC(=O)N3CCCC3)sc2c1,2%,25%,-0.3%,0.2%,-0.2%,-1%,2%,5%,1.4,62,
COc1cccc(OCCn2c(C)c(/C=N/n3cnnc3)c3ccccc32)c1,-1%,0%,-0.1%,1.4%,0.1%,24%,2%,-2%,-5.9,83,
CC(C)(CC(=O)O)CC(=O)NCc1c(Cl)cccc1Sc1ccc(Cl)cc1,nt,12%,nt,1.5%,0.4%,6%,nt,0%,1.1,43,
CN(C)Cc1ccccc1COc1ccccc1,-5%,10%,1.9%,1.6%,-0.3%,-6%,5%,-5%,2.2,60,
O=c1cc(NCc2ccccc2)nc2n1CCCS2,3%,9%,-3.0%,-0.3%,-0.7%,0%,3%,0%,-1.9,50,
CC(NC(=O)COc1cc(=O)n(C)c2ccccc12)c1ccc2c(c1)OCCO2 (stereo not drawn),-7%,1%,0.1%,0.3%,0.7%,3%,10%,0%,1.8,83,Dengue-2 NS5 capping pilot replicate=-7.0
O=[N+]([O-])c1cccc(-c2ccc(SCc3ccccn3)nn2)c1,-1%,1%,-0.1%,-1.4%,0.6%,21%,-3%,1%,1.1,67,
Fc1ccc(-c2cc(C(F)(F)F)nc(-n3cc(Cl)cn3)n2)cc1,7%,7%,0.2%,4.7%,-0.8%,-6%,12%,15%,3.7,65,
COc1cccc(C2C(C(=O)c3cc4cccc(OC)c4o3)=C(O)C(=O)N2c2cc(C)on2)c1OC (stereo not drawn),16%,9%,0.5%,3.8%,-0.2%,18%,10%,1%,2.3,61,
